# Bioassay records deposited in PubChem by National Center for Advancing Translational Sciences (NCATS).
# Pol kappa inh = qHTS for Inhibitors of Polymerase Kappa. DNA polymerase kappa (Homo sapiens), Q9UBT6. Potency, µM (titrated, usually from 107 µM), inactives show at the highest dose activity, negative = inhibition, most hits filed as inhibitors. purified Pol kappa, fluorescent DNA synthesis assay, 10 min. 400,000 tested, 0.53% active. AID 588579, 2011; further: potency means the concentration at half of the fitted maximal effect; on the % scale 0 is the no-effect control and ±100 the full control effect
#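 Enzyme at 10 nM met test compounds for 15 min at room temperature. Substrate addition (50 nM final) began the reaction, which was monitored by fluorescence at 0 and 10 min.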
# Pol beta inh = qHTS Assay for Inhibitors of DNA Polymerase Beta; 340,000 tested, 1.3% active; Potency, µM (titrated, usually from 114 µM), for inactives: at the top dose activity change, negative = inhibition, usual class: inhibitors; AID 485314, 2010; Pol beta primer extension/strand displacement, fluorescence kinetic; further: potency means the concentration at half of the fitted maximal effect; on the % scale 0 is the no-effect control and ±100 the full control effect
#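 Reaction started by 50 nM substrate onto compound-treated Pol beta (10 nM, 15 min preincubation, room temperature); plates read at 0 min and 10 min. Normalized concentration-effect data fitted by four-parameter Hill equation.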
# RGS4 inh = Inhibitors of Regulator of G Protein Signaling (RGS) 4: qHTS; Transcreener GDP fluorescence polarization, RGS4-accelerated GTP hydrolysis; Regulator of G-protein signaling 4 (Homo sapiens), P49798; 390,000 tested, 0.039% active; Potency, µM (series often up to 114 µM), for the others: at the top dose activity change, negative = inhibition, most hits filed as inhibitors; further: potency means the concentration at half of the fitted maximal effect; on the % scale 0 is the no-effect control and ±100 the full control effect; nearly all actives have a fitted effect of over 75% in size; some results filed as inactive show a strong effect at the top dose
# Target sequence (P49798 whole entry, looked up): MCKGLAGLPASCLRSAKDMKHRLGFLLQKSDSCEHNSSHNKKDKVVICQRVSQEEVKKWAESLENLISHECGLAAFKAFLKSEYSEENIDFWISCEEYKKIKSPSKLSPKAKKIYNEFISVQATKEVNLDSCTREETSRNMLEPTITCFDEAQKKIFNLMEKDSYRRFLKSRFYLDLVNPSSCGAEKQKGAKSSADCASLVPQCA
#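 MLSMR compounds (23 nl, pin-transferred) preincubated 10 min at room temperature with a 500nM (2x) first reagent, then RGS4 at 900nM (2x) plus Transcreener GDP mix added; fluorescence polarization (620/688 nm) read before and after 90 min at 30 °C.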
# Apoferritin bind = qHTS Assay for Identification of Novel General Anesthetics. Ferritin light chain (Equus caballus), P02791. apoferritin/1-aminoanthracene competitive binding, fluorescence. Potency, µM (series often up to 77.5 µM), for inactives: at the top dose activity change, negative = displacement, usual class: inhibitors. 350,000 tested, 0.074% active; further: potency means the concentration at half of the fitted maximal effect; on the % scale 0 is the no-effect control and ±100 the full control effect; nearly all actives have a fitted effect of over 20% in size
#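 Horse-spleen apoferritin (10 uM) in 50% saturated 1-aminoanthracene in PBS was incubated 10 min at room temperature with compound. Fluorescence (ex 380, em 535 nm) was normalized to free and bound 1-AMA, with concentration-response fitted by a four-parameter Hill equation.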
# ALOX12 inh = Primary qHTS assay for inhibitors of human arachidonate 12S-lipoxygenase (ALOX12): Round 2 | Polyunsaturated fatty acid lipoxygenase ALOX12 (Homo sapiens), P18054 | purified 12hLO, xylenol orange hydroperoxide absorbance | Potency, µM (highest dose often 108 µM), inactives show top-dose activity change, negative = inhibition, actives largely listed as inhibitors | 580,000 tested, 1.1% active | AID 1671190, 2021; further: potency means the concentration at half of the fitted maximal effect; on the % scale 0 is the no-effect control and ±100 the full control effect
#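 Purified human 12hLO at 150 nM in 25 mM Hepes, 0.01% Triton X-100, pH 7.0, preincubated 15 min at room temperature with compound. Reaction started with 40 uM arachidonic acid, 30 min at room temperature. Hydroperoxide measured by Fe-xylenol orange, 573/405 nm absorbance ratio.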
# ERG-DNA inh = qHTS for Small Molecule Inhibitors of the ERG Ets/DNA interaction. fluorescence polarization, His-ERG Ets domain / labelled DNA. 370,000 tested, 0.028% active. Potency, µM (doses to about 76.9 µM), for the others: top-dose FP activity, negative = inhibition, most hits filed as inhibitors; active means well fitted inhibition curve with a large enough effect in the polarisation, with a control signal flat; inconclusive means small, poorly fitted or top-dose-only effect, or effect the other way, or a change in a side signal; inactive means no such curve, though single readings can be large or run the other way; the % refers to the polarisation;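 further: polarization taken with two DNA probes labelled with fluorescein and Texas red; potency means the concentration at half of the fitted maximal effect; % of control where 0% means no effect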
# Target sequence (P11308 whole entry, looked up, the tested form may be a part): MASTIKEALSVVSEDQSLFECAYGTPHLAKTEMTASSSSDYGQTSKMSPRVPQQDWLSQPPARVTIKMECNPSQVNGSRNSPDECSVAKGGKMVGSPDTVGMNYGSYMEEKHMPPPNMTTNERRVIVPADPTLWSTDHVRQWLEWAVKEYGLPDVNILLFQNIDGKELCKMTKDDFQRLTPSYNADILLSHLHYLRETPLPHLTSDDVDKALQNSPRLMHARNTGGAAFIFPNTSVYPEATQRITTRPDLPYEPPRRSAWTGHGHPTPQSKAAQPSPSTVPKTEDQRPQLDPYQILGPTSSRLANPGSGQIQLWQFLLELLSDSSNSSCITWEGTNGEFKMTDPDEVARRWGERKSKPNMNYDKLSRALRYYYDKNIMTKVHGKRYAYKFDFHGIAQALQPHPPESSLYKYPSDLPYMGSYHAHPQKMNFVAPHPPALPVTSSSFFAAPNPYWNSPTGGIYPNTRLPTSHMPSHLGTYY
#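 His-tagged ERG Ets domain (1 uM in the protein solution; 300mM KCl, 50mM Tris-HCl, 1mM EDTA, 1mM DTT, pH 7.5) received compound, then a probe mix of 5 nM fluorescein-DNA and 100nM Texas-615-DNA. Fluorescence polarization was read for both dyes.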
# LDHA inh = qHTS assay for inhibitors of human lactate dehydrogenase. L-lactate dehydrogenase A chain (Homo sapiens), P00338. purified LDHA, NADH/diaphorase-resazurin fluorescence; stronger effect = lower value. activity change, % (values are at about 110 or 230 µM). 480,000 tested, 0.15% active; in the data active means activity change below about -30%; inconclusive means mostly about -25% to -30%;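 further: plate controls were DMSO wells for no effect and wells without enzyme for full effect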
#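 Human LDH5 at 2 nM final in Tris HCl pH 7.4 with 0.06 mM NADH and 0.2 mM pyruvate, reacted 5 minutes at room temperature. Remaining NADH coupled via diaphorase/resazurin; resorufin fluorescence read at 0 and 20 minutes, normalized to enzyme-free and DMSO wells.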
# POLH inh = qHTS for Inhibitors of Polymerase Eta; AID 588591, 2011; 390,000 tested, 1.2% active; recombinant Pol eta, fluorescent DNA replication assay; DNA polymerase eta (Homo sapiens), Q9Y253; Potency, µM (highest dose often 114 µM), without a hit: at the top dose activity change, negative = inhibition, most hits filed as inhibitors; further: potency means the concentration at half of the fitted maximal effect; on the % scale 0 is the no-effect control and ±100 the full control effect
#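 Pol eta (10 nM) was preincubated with compounds for 15 min at room temperature, after which fluorescent replication substrate (50 nM final) was added to start the reaction. Fluorescence was read kinetically at 0 and 10 min.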
# APE1 inh = qHTS Assay for Inhibitors of the Human Apurinic/apyrimidinic Endonuclease 1 (APE1). DNA repair nuclease/redox regulator APEX1 (Homo sapiens), P27695. recombinant APE1, TAMRA/BHQ-2 abasic DNA cleavage fluorescence. Potency, µM (doses to about 65.8 µM), inactives show at the highest dose activity change, negative = inhibition, hits mostly inhibitors. 350,000 tested, 0.35% active. AID 2517, 2012;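 further: potency means the concentration at half of the fitted maximal effect; plate controls were vehicle for no effect and reference inhibitor for full effect; nearly all actives have a fitted effect of over 55% in size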
# Target sequence (P27695 whole entry, looked up): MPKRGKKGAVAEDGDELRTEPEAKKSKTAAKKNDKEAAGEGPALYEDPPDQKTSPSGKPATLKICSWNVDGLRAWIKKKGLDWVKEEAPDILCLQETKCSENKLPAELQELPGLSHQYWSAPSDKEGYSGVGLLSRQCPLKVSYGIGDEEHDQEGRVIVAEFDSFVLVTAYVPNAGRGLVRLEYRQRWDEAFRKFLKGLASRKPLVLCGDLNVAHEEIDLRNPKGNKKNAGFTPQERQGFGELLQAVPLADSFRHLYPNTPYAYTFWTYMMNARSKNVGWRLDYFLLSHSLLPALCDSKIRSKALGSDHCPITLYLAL
#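 APE1 at 0.75 nM final was preincubated with compound 15 min at room temperature, then 50 nM double-stranded THF abasic-site substrate (5'-TAMRA/3'-BHQ-2) was added. Fluorescence (ex 525/em 598 nm) was read kinetically; third-minus-first read gave activity.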
# * = called active by the depositor; ? = inconclusive; nt = no result given; & = joins results of further samples; [ ] = dose if it differs, or a comment. Unless noted, the call rests on the fitted dose curve; in most records, active means well fitted curve in the direction sought with a large enough effect; inconclusive means small, poorly fitted or top-dose-only effect, or another doubt; inactive means no such curve, though single readings can be large; an effect the other way counts as inactive or inconclusive. Only part of the results is shown; rates above refer to the full screens.
structure,POLH inh,RGS4 inh,Pol beta inh,Apoferritin bind,LDHA inh,Pol kappa inh,APE1 inh,ERG-DNA inh,ALOX12 inh
Cc1ccc(NC(=O)c2ccc(Cl)cc2Cl)c(C(=O)c2ccccc2)c1,7%,-22%,69%,-22%,-1,1%,nt,-2%,-21%
Cc1ccc(Cn2c(=O)n(CC3CCC(C(=O)N4CCC(C)CC4)CC3)c(=O)c3sccc32)cc1 (centres undefined),-6%,19%,-17%,6%,-7,-17%,nt,-2%,-8%
CN(/N=C/c1ccncc1)c1cnn(-c2ccc(F)c(Cl)c2)c(=O)c1Cl,-15%,-13%,-27%,-4%,0,0%,0%,-4%,-10%
C/C(=N\NC(=O)c1ccccc1O)c1ccc(NC(=O)Cc2ccccc2)cc1,15%,-7%,-1%,-10%,-12,-17%,-38%,4%,497%[activator]
Cc1ccc(C(=O)Nc2ccc(C)c(S(=O)(=O)N3CCOCC3)c2)c(C)c1,-7%,-27%,15%,-20%,1,15%,11%,1%,2%
CCOc1ccccc1NC(=O)Nc1ccc2c(c1)CCC2,0%,7%,1%,2%,0,-17%,-7%,-1%,-17%
Cn1c(CC(=O)NNC(=O)c2ccc(F)cc2F)nc2ccccc21,3%,-2%,nt,nt,0,1%,-6%,-5%,15%
O=C(Nc1ccccc1)O[C@@H]1C[C@H]2CCCC(=O)N3CC[C@@H](C1)[C@@H]23,-1%,7%,nt,nt,-3,7%&-15%,nt,12%,-2%
O=C1CC(c2ccc3c(c2)OCCO3)Oc2ccccc21 (centres undefined),-4%,8%[56.9 µM],21%,?,-11,-16%,-12%,1%,0%
CNC(=O)NC(=O)CSc1nc2cc(C(=O)OC)ccc2c(=O)n1-c1ccccc1,-11%,10%,27%,-10%,-5,0%,2%,-7%,12%
Cc1cc(C)nc(Nc2n[nH]c(COc3cccc4ccccc34)n2)n1,-5%,33%,8%,-10%,-1,0%,1%,-25%,17%
Cc1cc(CNC(=O)C(C)n2nc(C)c([N+](=O)[O-])c2C)c2ccccc2n1 (centres undefined),3%,-3%,0%,-15%,-5,-14%,1%,2%,1%
Cc1cc([N+](=O)[O-])ccc1NC(=O)C1CCCO1 (centres undefined),-9%,-20%,4%,0%,-5,-4%,17%,1%,-19%
Cc1ccc(C)c(N2CCN(S(=O)(=O)c3ccc4c(c3)CC(C)N4C(=O)C3CC3)CC2)c1 (centres undefined),-24%,6%,16%,-7%,-4,-17%,-5%,-4%,2%
Cc1ccccc1CNC(=O)c1cc2cccc3c2n1CC(C)S3 (centres undefined),-18%,-2%,-25%,43%[activator],-2,-13%,nt,-1%,?
CCCC(O)c1nc2ccccc2n1Cc1ccccc1OC (centres undefined),-6%,21%,4%,-6%,0,-7%,nt,-1%,-14%
Cc1cccc(C(=O)Nc2ccc(C(=O)/C=C/c3ccncc3)cc2)c1,-13%,?,18%,-12%,-7,-6%,11%,-5%,?
CC/C=C(\NC(C)=O)c1ccccc1,-6%,6%,nt,nt,-6,-4%,-18%,-4%,-8%
O=C(Nc1ccc(Br)cc1)C1CCCN1S(=O)(=O)c1ccc(F)cc1 (centres undefined),nt,-9%,-28%,-13%,8,-19%,nt,-1%,?
CC(Sc1ccc(Cl)cc1)C(=O)NCc1ccc2c(c1)OCO2 (centres undefined),-11%,0%,-1%,-7%,-3,3%,0%,10%,324%[activator]
CCOc1ccc2[nH]c(=O)c(CN(CCO)C(=O)c3ccccc3F)cc2c1,6%,16%,-2%,-4%,-4,-2%,9%,0%,0%
CSc1nc2ccc3nc(NC(=O)c4ccccc4)sc3c2s1,-8%,-23%,26%,-2%,-7,-4%,-2%,-1%,424%[activator]
CCOC(=O)NN1C(=O)c2ccccc2NC1c1ccc(OC)cc1 (centres undefined),-13%,-5%,36%,84%[activator],-11,-6%,13%,-4%,0%
COc1cc(/C=N/O)ccc1Oc1ccc([N+](=O)[O-])cc1[N+](=O)[O-],-7%,4%[11.4 µM],14%,-13%,3,-5%[60.1 µM],-8%,-4%,-1%
COc1ccc(C2C(C(N)=O)=C(C)Nc3nc(CCCO)nn32)cc1OC (centres undefined),-4%,-2%,13%,-8%,6,-20%,32%,0%,nt
CCCCN(CC)CCNC(=O)c1cc2c(=O)[nH]c3ccccc3c2s1,-12%,-26%,22%,1%,1,0%,4%,-10%,-8%
CC1=C(C(=O)N2CCOCC2)C(c2cccs2)NC(=O)N1 (centres undefined),4%,8%,2%,-8%,2,-7%,-7%,10%,?
COc1ccc(S(=O)(=O)N(C)C[C@H]2Oc3ccc(NS(=O)(=O)c4ccccc4)cc3C(=O)N([C@H](C)CO)C[C@@H]2C)cc1,-2%,28%,nt,nt,-6,-5%,-8%,5%,-1%
CCCNC(=O)c1ccc(COc2ccc(C)cc2)o1,-5%,-13%,2%,-1%,-8,-9%,-3%,-8%,-10%
CC(CN1CCCCC1)OC(=O)c1ccco1 (centres undefined),-17%,8%,0%,-5%,-14,-2%,36%,3%,12%

# (more compounds)
structure,POLH inh,RGS4 inh,Pol beta inh,Apoferritin bind,LDHA inh,Pol kappa inh,APE1 inh,ERG-DNA inh,ALOX12 inh
O=C(NCc1cccnc1)C(=O)c1c[nH]c2ccccc12,-6%,16%,39%,-9%,-2,0%,-4%,-21%,-29%
Cc1c(-c2nsc(NC(=O)c3ccc(Cl)cc3)n2)nnn1-c1ccc(C(C)C)cc1,5%,20%,?,-2%,-7,-18%,nt,3%,-11%
Cc1ccccc1NC(=O)c1ccc(NC(=O)c2ccco2)cc1,-6%,-13%,1%,-7%,0,-12%,-2%,-3%,25%
COc1ccc(S(=O)(=O)NC(C)C(=O)NCc2ccncc2)cc1C (centres undefined),-14%,7%,0%,37%[activator],-7,-7%,-2%,-11%,-5%
O=C(N/N=C/c1cccc([N+](=O)[O-])c1)c1cccs1,-8%,-30%,-14%,7%,-1,-4%,3%,8%,4%
CC(C)(C)C1CCC(C(=O)Nc2ccccc2)CC1 (centres undefined),-15%,21%,11%,?,-3,-30%,-9%,3%,-3%
COc1ccc(C)cc1NC(=O)c1oc2ccc(S(=O)(=O)N3CCC4(CC3)OCCO4)cc2c1C,18%,5%,26%,-11%,1,-4%[60.1 µM],nt,-7%,-13%
N#Cc1c(-c2ccc(Cl)cc2)cc(-c2ccccc2)nc1SCC(=O)O,-20%,-18%,?,-13%,-9,-13%,-29%,-6%,11µM*
COc1cc(OC)cc(C(=O)NNC(=O)c2cc3ccccc3cc2O)c1,-19%,?,-6%,3%,-2,-2%,35%[activator],0%,416%[activator]
N#C/C(=C\c1ccc(N2CCOCC2)o1)c1nc2ccccc2[nH]1,?,-1%[11.4 µM],?,70%[activator],15,?,?,?,119%[activator]
Cc1ccc(NC(=O)C2CCCN(S(=O)(=O)c3cccc4nsnc34)C2)c(C)c1 (centres undefined),-11%,-20%,37%,-12%,-2,10%,nt,5%,-24%
CCc1nc2oc3ccc(C)cc3c(=O)c2cc1C(=O)OC,-21%,-2%,19%,-6%,0,5%,27%,17%,-14%

# Three entries out of the list, ordered by SMILES length, highest first:
structure,POLH inh,RGS4 inh,Pol beta inh,Apoferritin bind,LDHA inh,Pol kappa inh,APE1 inh,ERG-DNA inh,ALOX12 inh
COc1ccc(C)cc1NC(=O)c1oc2ccc(S(=O)(=O)N3CCC4(CC3)OCCO4)cc2c1C,18%,5%,26%,-11%,1,-4%[60.1 µM],nt,-7%,-13%
N#Cc1c(-c2ccc(Cl)cc2)cc(-c2ccccc2)nc1SCC(=O)O,-20%,-18%,?,-13%,-9,-13%,-29%,-6%,11µM*
CCc1nc2oc3ccc(C)cc3c(=O)c2cc1C(=O)OC,-21%,-2%,19%,-6%,0,5%,27%,17%,-14%

# Of the compounds above, two contain a cyano group:
structure,POLH inh,RGS4 inh,Pol beta inh,Apoferritin bind,LDHA inh,Pol kappa inh,APE1 inh,ERG-DNA inh,ALOX12 inh
N#Cc1c(-c2ccc(Cl)cc2)cc(-c2ccccc2)nc1SCC(=O)O,-20%,-18%,?,-13%,-9,-13%,-29%,-6%,11µM*
N#C/C(=C\c1ccc(N2CCOCC2)o1)c1nc2ccccc2[nH]1,?,-1%[11.4 µM],?,70%[activator],15,?,?,?,119%[activator]
